IEC-6 tox = cytotoxicity in IEC-6 intestinal epithelial cells, primary screen, cytotoxicity control for KLF5 inhibitor project, cell-based, luminescence; 290,000 tested, 0.78% active; inhibition, % at 5 µM; IEC-6 cytotoxicity, luminescence viability; AID 1825, 2009; in the data active means inhibition above about 22%;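 further: 0% = plate median of test compound wells and 100% = cytotoxic reference compound wells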
HSP90 inh = HSP90 inhibitors, primary screen, cell lysate, luminescence; 290,000 tested, 0.91% active; Heat shock protein HSP 90 (rabbit reticulocyte lysate; luciferase refolding); inhibition, % at 5.6 µM; AID 1789, 2009; Rabbit reticulocyte lysate, luciferase refolding luminescence, 3 h;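 active means inhibition above the screen-wide mean plus 3 SD, computed separately per campaign, cut at about 16% in these data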;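 further: 0% = DMSO wells and 100% = 60 µM geldanamycin wells; inhibitors lower the luminescence because luciferase stays unfolded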
GSK3beta inhib = human GSK3beta kinase inhibitors, primary screen, biochemical, cell-free homogeneous, HTS; Glycogen synthase kinase-3 beta (Homo sapiens), P49841; GST-GSK3beta kinase, ADP-Glo luminescence, 60 min; hits give low values; activity score (negative = inhibition), % at 10 µM; 300,000 tested, 0.038% active; AID 2097, 2009;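 active means more than half of replicate wells score below -50%, meaning over 50% inhibition versus plate controls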;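 further: 0% = median DMSO wells and -100% = median GW8510 positive control wells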
Target sequence (P49841 whole entry, looked up): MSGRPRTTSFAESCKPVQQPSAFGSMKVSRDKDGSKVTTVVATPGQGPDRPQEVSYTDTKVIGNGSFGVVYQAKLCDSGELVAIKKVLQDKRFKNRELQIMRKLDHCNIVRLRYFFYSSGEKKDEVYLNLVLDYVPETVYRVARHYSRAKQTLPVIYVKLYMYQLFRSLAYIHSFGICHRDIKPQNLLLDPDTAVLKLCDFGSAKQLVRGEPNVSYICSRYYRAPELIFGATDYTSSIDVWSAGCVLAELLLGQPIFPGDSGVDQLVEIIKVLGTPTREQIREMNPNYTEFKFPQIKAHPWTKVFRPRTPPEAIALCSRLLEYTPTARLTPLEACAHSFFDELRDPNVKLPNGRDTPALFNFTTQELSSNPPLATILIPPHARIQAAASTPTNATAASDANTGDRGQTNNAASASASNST
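Test system: GST-fused GSK3beta enzyme, cell-free | Quantity: 1.6 ng GST-GSK3beta enzyme per well | Reagent: 25 µM ATP with peptide substrate | Schedule: 60 min enzyme reaction, room temperature | Signal: Luminescent ADP-Glo measurement of ADP formed | Read-out basis: Score relative to plate controls | Control set: DMSO and 20 µM GW8510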
Platelet DG rel = inhibitors of platelet dense granule secretion, primary screen, cell-based, MLPCN, human platelets; human platelet-rich plasma, SFLLRN dense granule ATP release, luminescence; inhibition, %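 (compounds screened at 7.5 µM in platelet-rich plasma)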; 300,000 tested, 0.22% active;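 active means mean replicate score, as percent of positive control, at or above 50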
HSF1 inhib = HSF1 inhibitors in luciferase reporter cells, primary screen, cell-based, NIH3T3, luminescence. AID 2098, 2009. NIH3T3-HGL HSE-luciferase, MG132-induced, luminescence 8 h; hits give low values. 300,000 tested, 0.77% active. activity change, negative = inhibition, % at 7.5 µM (by protocol);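 active means more than half of replicate wells show activity change below -50%, luminescence cut by over half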;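 further: luciferase reports HSF-1 transcriptional activity via heat shock element; 0% = median of DMSO wells and -100% = zero luminescence signal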
KLF5 inh = KLF5 expression inhibitors, primary screen, DLD-1 cells, luminescence; DLD-1 KLF5 promoter-luciferase reporter; inhibition, % at 5 µM; 290,000 tested, 0.23% active; AID 1700, 2009;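 active means inhibition above a per-plate limit of that plate's mean compound inhibition plus 3 SD, cut at about 60% in these data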;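 further: 0% = DMSO wells and 100% = LY294002 at 200 µM; higher means less KLF5 promoter-driven luciferase light; inactives centre near -14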
HSF-1 act = HSF-1 activators, primary screen, NIH3T3-HGL cells, MG132 stress, luminescence, single point; NIH3T3-HGL HSF-1 luciferase reporter, 8 h; 100% = twice DMSO control signal; activation, % at 9 µM; 300,000 tested, 1.7% active; AID 504408, 2011;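 active means mean replicate activation of at least 50% with a set share of replicates each reaching 50%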;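 further: 0% = median of the neutral control wells and 100% = twice that signal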
Dyrk1A ADPGlo = rat Dyrk1A kinase inhibitors, primary screen, biochemical, single point, plate reader. Dual specificity tyrosine-phosphorylation-regulated kinase 1A (Rattus norvegicus), Q63470. ADP-Glo luminescence, NFATc1 peptide. inhibition, % at 12.5 µM. 310,000 tested, 0.43% active. AID 504441, 2011; in the data active means inhibition above about 50%;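 further: plate controls were vehicle with enzyme for no effect and no enzyme for full effect; many of its hits are not listed in these tables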
GSK3 alpha inh = blockers of GSK3A enzyme activity – biochemical, luminescence, cell-free homogeneous, HTS, primary screen; AID 2650, 2010; inhibition, % at 10 µM; GSK-3 alpha kinase, ADP-Glo luminescence, 60 min; 320,000 tested, 0.1% active; Glycogen synthase kinase-3 alpha (Homo sapiens), P49840;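 in the data active means inhibition above about 50%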;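 further: GST-tagged GSK-3 alpha with peptide substrate and 25 µM ATP; 0% = DMSO neutral wells and 100% = GW8510 positive control wells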
Target sequence (P49840 whole entry, looked up): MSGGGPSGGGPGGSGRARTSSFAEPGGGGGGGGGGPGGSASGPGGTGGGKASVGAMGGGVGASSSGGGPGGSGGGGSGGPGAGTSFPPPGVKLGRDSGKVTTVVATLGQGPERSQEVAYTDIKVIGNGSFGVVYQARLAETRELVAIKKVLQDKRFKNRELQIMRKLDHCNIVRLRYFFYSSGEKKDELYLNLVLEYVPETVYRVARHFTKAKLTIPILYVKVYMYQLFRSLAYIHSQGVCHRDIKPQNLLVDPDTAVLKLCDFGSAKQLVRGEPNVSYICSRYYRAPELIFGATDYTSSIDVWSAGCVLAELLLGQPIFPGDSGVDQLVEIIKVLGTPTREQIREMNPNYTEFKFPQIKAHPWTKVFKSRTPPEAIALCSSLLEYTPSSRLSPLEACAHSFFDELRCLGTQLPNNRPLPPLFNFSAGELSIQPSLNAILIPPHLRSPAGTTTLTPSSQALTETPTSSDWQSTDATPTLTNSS
aSyn 5UTR inh = MLPCN primary screen, SNCA 5' untranslated region; alpha-synuclein 5'UTR reporter, inhibitor activity; inhibition, % (tested at 7.5 µM); 300,000 tested, 0.82% active; in the data active means inhibition above about 60%;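 further: H4 neuroglioblastoma cells stably carrying SNCA 5'UTR luciferase fusion; 0% = DMSO wells and 100% = positive control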
Starred values were filed as active, the others as inactive; · = no result given; & = joins results of further samples. The list is partial; rates above refer to the full screens.

SMILES | IEC-6 tox | HSP90 inh | GSK3beta inhib | Platelet DG rel | HSF1 inhib | KLF5 inh | HSF-1 act | Dyrk1A ADPGlo | GSK3 alpha inh | aSyn 5UTR inh
CSC1=N/C(=C\c2ccccc2C)C(=O)S1 | -3 | -2 | 0 | -3 | -5 | 13 | 1 | 5 | · | -13
CCOc1ccc(CCNC(=O)C2CCN(c3ccc(N4CCOCC4)nn3)CC2)cc1OCC | -1 | -3 | 4 | -13 | -2 | 14 | 7 | -1 | -4 | 20
O=C(NC(Cc1c[nH]c2ccccc12)C(=O)O)/C(=C\c1ccccc1)NC(=O)c1ccccc1 (centres undefined) | 4 | 1 | 1 | 0 | 0 | -8 | 1 | 13 | 2 | 23
Cc1ccc(C)c(N2CCN(S(=O)(=O)c3csc(C(N)=O)c3)CC2)c1 | 6 | 4 | 2 | -6 | -6 | -4 | 3 | 9 | -2 | 0
Cc1cccc(C(=O)OCC(=O)Nc2nccs2)c1 | 11 | 2 | -14 | 6 | -2 | -2 | 3 | 0 | -1 | -13
COc1ccccc1CNC(=O)c1ccccc1OC | -2 | 2 | 5 | -1 | 0 | -21 | 3 | 1 | 1 | 17
Cc1ccc(S(=O)(=O)/N=C(\CCl)N2CCOCC2)cc1 | -4 | 1 | 2 | 1 | -2 | 19 | 7 | 7 | 0 | -36
Cc1cc(OC(C)C(=O)NC2CCN(Cc3ccccc3)CC2)c2c(C)cc(=O)oc2c1 (centres undefined) | 6 | 1 | 3 | -14 | 0 | -28 | -2 | -2 | -1 | -4
CCOC(=O)C(=O)Nc1sc(C(=O)N(CC)CC)c(C)c1C#N | 3 | 2 | 1 | 7 | -1 | -48 | 4 | -10 | 5 | 12
O=C(Nc1cccc(C(F)(F)F)c1)c1ccccc1NC(=O)C1CCCCC1 | -2 | -3 | -1 | 3 | -2 | -34 | 6 | 0 | -1 | 12
CCOc1ccc(S(=O)(=O)N2CCC(C(=O)N3CCN(C)CC3)CC2)cc1Cl | 6 | -2 | 3 | 13 | -6 | 6 | 0 | 3 | -2 | 38
O=C(NCCCN1CCN(c2cccc(Cl)c2)CC1)C1(S(=O)(=O)c2ccc(Cl)cc2)CC1 | 4 | 1 | 5 | 2 | -2 | -4 | 10 | 1 | 1 | 0
Cc1c(Cl)c(C(=O)Nc2nc3ccccc3n2CCN2CCCCC2)nn1C | 0 | -3 | 3 | 21 | 16 | 6 | 19 | · | -2 | -33
Cc1cc2c(cc1S(=O)(=O)CCC(=O)N(C)C1CCCCC1)OCC(=O)N2 | 0 | 0 | 2 | -7 | 0 | -6 | -13 | 5 | 1 | -3
O=S(=O)(c1cccc(NC(=S)N2CCN(c3ccccc3)CC2)c1)C(F)F | 2 | -4 | 0 | 0 | -5 | -36 | 16 | -1 | 1 | 5
CC1=CCn2c(=O)c3ccccc3c(=O)n2C1 | -6 | -1 | 0 | -14 | -2 | -14 | 0 | 5 | 0 | -38
O=C(CCC(=O)N1CCCC1)N1CCCC1 | -2 | 6 | 2 | 1 | 0 | -20 | 12 | -4 | -3 | -11
COc1cc(C(=O)OCC(C)=O)cc(NC(=O)c2ccco2)c1OC | 2 | 5 | -2 | -1 | · | -6 | · | 1 | -1 | 16
C1CN(c2nc3nonc3nc2N2CCOCC2)CCO1 | · | · | 3 | 1 | 1 | · | 3 | · | -1 | 19
CCOC(=O)c1nn(-c2ccc(Cl)cc2)c2nc(CC)c(C#N)c(=O)n12 | -5 | 3 | 3 | 3 | -27 | -11 | -43 | · | 3 | 32
Cc1ccc2c(c1)C(C)(C)[C@]1(C)NC(=O)CCN21 | -3 | 0 | -5 | -2 | · | -42 | · | -3 | -1 | 10
O=C1CC(N2CCN(Cc3ccc4c(c3)OCO4)CC2)C(=O)N1c1cccc2ccccc12 (centres undefined) | -8 | -2 | 1 | 0 | 2 | -11 | 8 | -3 | · | 16
CNC(=O)CSc1nnc(NC(=O)C2CC(=O)N(c3ccccc3OC)C2)s1 (centres undefined) | -2 | 0 | 3 | 1 | 0 | -3 | 1 | -4 | 0 | 3
CCC(=O)N1CCN(c2ccc(NC(=O)c3ccco3)cc2)CC1 | 0 | -1 | -3 | -21 | 0 | -81 | 18 | 0 | -2 | -94
CO[C@H]1C=CO[C@@]2(C)Oc3c(C)c(O)c4c(O)c(c5c(nc6cc(C)ccn65)c4c3C2=O)NC(=O)C(C)=CC=C[C@H](C)[C@H](O)[C@@H](C)[C@@H](O)[C@@H](C)[C@H](OC(C)=O)[C@@H]1C | 0 | 4 | 2 | 1 | 14 | -25 | 37 | · | · | 5
O=C(CCN1C(=O)C2CCCCC2C1=O)N1CCN(S(=O)(=O)c2cccc(F)c2)CC1 (centres undefined) | · | · | 1 | 12 | 0 | · | -7 | 9 | -1 | 3
O=C(COc1ccc(S(=O)(=O)NCc2ccccc2)cc1Cl)N1CCOCC1 | -4 | 3 | 0 | 3 | -38 | 9 | -52 | 6 | 4 | 10
CCS(=O)(=O)c1ccc(O)c(NC(=O)Nc2ccccc2)c1 | 7 | 6 | -4 | -10 | -1 | -30 | 11 | -1 | 0 | -12
COc1cccc(OC)c1OCc1cc(C2C3CCCC=C3C(C#N)=C(N)C2(C#N)C#N)c(C)cc1C (centres undefined) | 1 | 3 | 3 | 2 | -8 | -39 | 2 | 0 | 0 | -17
CCc1ccccc1NC(=O)c1nnn(CC(=O)Nc2cccc(C)c2)c1N | 4 | 5 | -1 | -5 | 5 | 2 | -4 | 17 | 3 | 7
COc1cc(C2NC(=O)C(C#N)=C(S)N2c2ccc(C)cc2)ccc1OC(C)C (centres undefined) | 0 | -2 | 2 | 0 | -13 | -24 | 7 | 11 | -3 | -13
COc1ccc(-c2noc(C3CCCN(S(=O)(=O)c4cccc(Cl)c4)C3)n2)cc1OC (centres undefined) | -8 | 3 | -3 | -2 | 7 | -3 | 12 | 10 | -3 | 7
Cc1nc2scc(C)n2c(=O)c1S(=O)(=O)NCC1CCN(Cc2ccc(F)cc2)CC1 | -2 | 1 | 1 | -11 | 12 | -9 | 6 | -1 | 3 | -8
Cc1ccc(N(CC(=O)N2CCOCC2)S(=O)(=O)c2ccccc2)cc1 | 3 | 1 | -1 | -6 | 3 | -29 | 12 | -7 | -1 | -20
O=C(NCc1ccccc1)C1=C[C@@H](c2ccccc2)C[C@@H](OCc2ccc(CO)cc2)O1 | 6 | 6 | 3 | 1 | -6 | 13 | 2 | -2 | 0 | 0
Cc1nnc(SCC(=O)NC2CCCCC2C)s1 (centres undefined) | 0 | 4 | 0 | -1 | -1 | 5 | 7 | -15 | -6 | 12
CCN(CC)C(=O)CSc1nc2cc3c(cc2c(=O)n1CCCCCC(=O)NCc1ccc(OC)cc1)OCO3 | 2 | 5 | -2 | 0 | -1 | 2 | -9 | · | -5 | -1
CCC(C(=O)NCCc1ccco1)n1nc(C)c2c(C)n(-c3ccccc3)nc2c1=O (centres undefined) | -3 | -2 | 3 | -9 | -16 | -31 | -36 | 2 | -2 | 7
COc1ccc(Cc2noc(COc3ccc(Cl)cc3)n2)cc1 | 2 | 2 | -1 | 7 | -9 | -19 | 8 | 1 | -2 | 21
Cc1ccc(S(=O)(=O)N2CCN=C2SCc2ccccc2)cc1 | 8 | 3 | -1 | 0 | 6 | -15 | 14 | -2 | 0 | -14
O=C(CCN1C(=O)c2ccccc2C1=O)Nc1ccccn1 | -2 | 5 | 4 | -12 | 9 | -4 | 44 | 4 | -1 | -6
O=C(NCCCO)c1ccc2nc(-c3ccco3)c(-c3ccco3)nc2c1 | -21 | 10 | · | · | · | -12 | · | 9 | · | ·
CC(C(=O)NC1CCCC1)N(C(=O)CS(=O)CC(=O)Nc1ccc(F)cc1)c1ccc2c(c1)OCCO2 (centres undefined) | -7 | 2 | -4 | -8 | -4 | -11 | -1 | -1 | -5 | 20
Cc1cnc([N+](=O)[O-])n1CCOC(=O)NC(=O)c1ccccc1Cl | 2 | -4 | -1 | 2 | -3 | -8 | 9 | 2 | -2 | 14
CCOc1cc(/C=C2\CCCc3c2nc2ccccc2c3C(=O)O)ccc1OC | -16 | 6 | -1 | -6 | 18 | -20 | 56* | -1 | 2 | 5
COc1cc(/C=N/NC(=O)c2ccc(N3CCCC3=O)cc2)ccc1O | -6 | -1 | -1 | -4 | -2 | -7 | -1 | · | 3 | -25
CCC(=O)N(Cc1ccccc1)c1ccccn1 | 3 | -4 | 0 | 2 | -8 | -20 | 11 | -3 | -2 | 1
CC(=O)Nc1nonc1NC(=O)CSc1nc2ccccc2o1 | 0 | 0 | 3 | 12 | 7 | -31 | 5 | 6 | 1 | -3
CCOc1ccc(OCc2cccc(C(=O)N3CCOCC3)c2)cc1 | -5 | 61* | 1 | -1 | · | 35 | · | 2 | -3 | 102*
CCC(c1nnnn1C(C)(C)C)N(Cc1ccco1)Cc1cc2cccc(C)c2[nH]c1=O (centres undefined) | 2 | -2 | 0 | -1 | 49 | -27 | 66* | 1 | 0 | -1

Other records:
SMILES | IEC-6 tox | HSP90 inh | GSK3beta inhib | Platelet DG rel | HSF1 inhib | KLF5 inh | HSF-1 act | Dyrk1A ADPGlo | GSK3 alpha inh | aSyn 5UTR inh
O=C(NCc1ccccc1F)C1CCCN1C(=O)Nc1cccc(F)c1 (centres undefined) | -9 | -3 | -2 | -2 | -4 | -19 | 3 | -3 | -2 | -15
COc1ccc(CC(=O)NNS(=O)(=O)c2ccccc2[N+](=O)[O-])cc1OC | -4 | 2 | 0 | -1 | -9 | -27 | 5 | -5 | 0 | 20
c1ccc(-c2noc(CN3CCN(c4ccccc4)CC3)n2)cc1 | -3 | 0 | 0 | 0 | 2 | -29 | 2 | 13 | · | -13
COc1cccc(-n2nnnc2SCC(=O)N2CCCc3ccccc32)c1 | 0 | -1 | 0 | -18 | 11 | -17 | 22 | -2 | 0 | -22
Cc1cc(=O)n2nc(N3CCCC3C(=O)NCc3ccccn3)sc2n1 (centres undefined) | 1 | 3 | 0 | -17 | -4 | -26 | -7 | -2 | · | 5
CN(CC(O)CN1CCOCC1)S(=O)(=O)O (centres undefined) | -6&-10 | -3&-1 | -3&1 | 12&3 | -4&-1 | -22&-29 | -12&8 | 4&5 | -3&-1 | 2&-9

High-throughput results: PubChem, several laboratories
